Screening data: PubChem BioAssay, several laboratories
TRPC6 inh = blocks the mouse TRPC6 cation channel | B-score at 10 µM | actives 1.1% (n = 310,000) | Q61143 | HEK293-TRPC6, membrane potential dye, ACh-evoked depolarization; stronger effect = lower value;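 active = B-score under library mean minus 3 SD, initial fluorescence not abnormally high, positive integrated signal ratio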;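 note: B-score derived from integrated fluorescence ratio over the kinetic read; more negative B-score means stronger inhibition of depolarization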
HIF activator = HIF pathway transcriptional activation; U2OS HRE-luciferase reporter, luminescence; normalized: DMSO 0%, desferrioxamine 100%; activation, % at 7.5 µM (by protocol); actives 0.32% (n = 300,000); AID 1910;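 active = mean activation of at least 10% of the iron chelator positive control signal, with at least half of replicates also reaching 10%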
TRPC4 PAM = TRPC4 (mouse) allosteric potentiation; Q9QUQ5; actives 0.42% (n = 310,000); HEK293 TRPC4beta/mu-opioid, DAMGO EC20, Fluo-4 Ca2+ flux; stronger effect = higher value; B-score at 10 µM;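 active = B-score of calcium response area above 5 SD of library B-scores, with initial fluorescence ratio within 5 SD of library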;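 note: B-score of integrated fluorescence ratio over time as area under calcium response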
Target sequence (Q9QUQ5 whole entry, looked up): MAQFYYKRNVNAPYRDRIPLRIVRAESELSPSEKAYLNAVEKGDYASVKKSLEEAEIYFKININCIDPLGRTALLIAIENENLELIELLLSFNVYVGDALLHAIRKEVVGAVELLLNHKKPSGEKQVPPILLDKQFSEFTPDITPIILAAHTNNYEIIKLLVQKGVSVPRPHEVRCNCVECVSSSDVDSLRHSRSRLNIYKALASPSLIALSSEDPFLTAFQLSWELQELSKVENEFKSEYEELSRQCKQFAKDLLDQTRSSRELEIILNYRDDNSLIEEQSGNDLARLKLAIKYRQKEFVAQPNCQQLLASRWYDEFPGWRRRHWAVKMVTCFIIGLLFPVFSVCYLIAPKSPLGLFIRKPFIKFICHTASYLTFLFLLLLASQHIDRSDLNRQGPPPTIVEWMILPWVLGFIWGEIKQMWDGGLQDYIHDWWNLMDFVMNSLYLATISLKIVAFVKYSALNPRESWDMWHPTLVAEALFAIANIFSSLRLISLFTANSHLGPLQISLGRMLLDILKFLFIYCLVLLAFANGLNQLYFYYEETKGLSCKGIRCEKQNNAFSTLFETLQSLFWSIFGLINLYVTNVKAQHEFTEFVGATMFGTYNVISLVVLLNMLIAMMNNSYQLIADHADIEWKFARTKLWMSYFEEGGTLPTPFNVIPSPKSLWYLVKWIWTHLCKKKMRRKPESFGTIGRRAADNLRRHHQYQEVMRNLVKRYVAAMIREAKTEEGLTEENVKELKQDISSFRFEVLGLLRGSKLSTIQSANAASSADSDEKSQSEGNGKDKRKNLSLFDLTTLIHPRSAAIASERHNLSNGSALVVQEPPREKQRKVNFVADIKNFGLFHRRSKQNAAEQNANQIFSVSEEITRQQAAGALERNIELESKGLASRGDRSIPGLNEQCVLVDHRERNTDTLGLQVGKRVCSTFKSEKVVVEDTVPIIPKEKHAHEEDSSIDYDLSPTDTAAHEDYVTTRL
TRPC6 act = activators of mouse TRPC6 channel. Q61143. HEK293-TRPC6 membrane potential dye fluorescence; stronger effect = higher value. B-score at 10 µM. actives 0.13% (n = 310,000);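 active = B-score of the integrated fluorescence ratio above library mean plus 3 SD, and starting fluorescence ratio within library mean plus 5 SD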;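 note: higher score means more depolarization so channel activation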
TRPC4 act = TRPC4 (mouse) channel activation; Q9QUQ5; HEK293 TRPC4beta/mu-opioid, Fluo4 calcium fluorescence; stronger effect = higher value; B-score at 10 µM; actives 0.49% (n = 310,000); AID 2237;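 active = B-score above 5 SD of library B-scores, and initial fluorescence ratio not above library mean plus 5 SD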;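 note: positive B-score marks a calcium rise read as TRPC4 activation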
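Assay system: HEK293 stable line with TRPC4beta plus mu-opioid receptor. Times: dye 45 min RT, read 110 s. Measured by: kinetic Fluo4 calcium fluorescence. Measure: B score of integrated ratio. Controls: assay buffer as low control, maximal DAMGO as high control.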
IEC-6 tox = IEC-6 cytotoxicity, counter-screen for KLF5 inhibitors | AID 1825 | luminescence viability | actives 0.78% (n = 290,000) | inhibition, % at 5 µM; in the data active = inhibition above about 22%;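 note: 0% = plate median of test compound wells and 100% = cytotoxic reference compound wells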
aSyn 5UTR inh = MLPCN primary screen, SNCA 5' untranslated region; inhibition, % (tested at 7.5 µM); actives 0.82% (n = 300,000); AID 1813; alpha-synuclein 5'UTR reporter, inhibitor activity; in the data active = inhibition above about 60%;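 note: H4 neuroglioblastoma cells stably carrying SNCA 5'UTR luciferase fusion; 0% = DMSO wells and 100% = positive control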
SKKanGAS inh = SKKanGAS growth inhibition; S. pyogenes SKKanGAS, kanamycin growth, BacTiter-Glo, 6 h; inhibition, % at 7.5 µM; actives 1.3% (n = 300,000); AID 1662;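 active = mean replicate score, as percent of positive control median, at least 50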;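 note: strain carries kanamycin resistance gene driven by streptokinase promoter and grows in 40 µg/ml kanamycin; loss of luminescence reflects streptokinase promoter inhibition or plain growth inhibition; 0% = median of DMSO wells and 100% = positive control at its reference dose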
KLF5 inhibitor = kruppel-like factor 5 inhibition; DLD-1 KLF5 promoter-luciferase reporter, luminescence; inhibition, % at 5 µM; actives 0.23% (n = 290,000);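 active = inhibition above a per-plate limit of that plate's mean compound inhibition plus 3 SD, cut at about 60% in these data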;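 note: 0% = DMSO wells and 100% = LY294002 at 200 µM; higher means less KLF5 promoter-driven luciferase light; inactives centre near -14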
MrgX1 antag = blocks BAM8-22 activation of human MrgX1 receptor | AID 588676 | Q96LB2 | B-score at 10 µM | actives 1.3% (n = 310,000) | MRGX1-HEK293 calcium flux, Fluo-4, BAM8-22 antagonism; stronger effect = lower value;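 active = calcium-response B-score plate-corrected more than 3 library SD below zero, starting fluorescence within 5 deviations, no agonist response on first addition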;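 note: peak minus trough fluorescence over baseline after final BAM8-22 challenge near maximal dose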
TRPC4 inh = blocks the mouse TRPC4 cation channel. HEK293 TRPC4beta/mu-opioid, DAMGO-evoked Fluo4 calcium flux; stronger effect = lower value. B-score at 10 µM. actives 0.39% (n = 300,000). AID 2247;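 active = B-score over 3 SD under the library average, no early fluorescence shift, positive overall ratio signal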
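test system = HEK293 cells with stable TRPC4beta plus mu-opioid receptor expression | detection = Fluo4 Ca2+ flux fluorescence | read-out = integrated fluorescence ratio relative to baseline, converted to per-well B score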
* marks the source's active call; other numbers are inactive results; i = inactive; / = not tested or not shown.

SMILES	TRPC6 inh	HIF activator	TRPC4 PAM	TRPC6 act	TRPC4 act	IEC-6 tox	aSyn 5UTR inh	SKKanGAS inh	KLF5 inhibitor	MrgX1 antag	TRPC4 inh
O=C(CN1CCC(O)(c2ccc3c(c2)OCO3)CC1)N1CCOCC1	i	-0.1	i	i	i	3	14	-10	-12	i	i
CCC1CN(C)C2Cc3c([nH]c4ccccc34)C(=O)CC1C2C(=O)OC (stereo unspecified)	i	-0.2	i	i	i	0	-4	2	-9	i	i
O=C(COC(=O)c1cc(F)c(F)cc1Cl)NC1CC1	i	0.0	i	i	i	2	-12	-2	-3	i	i
Cc1cccc(OCc2n[nH]c(=S)n2C2CCCCC2)c1	i	/	i	i	i	0	28	-14	5	i	i
O=C(CC(SCc1ccco1)c1ccc(O)cc1)c1cccs1 (stereo unspecified)	i	3.2	i	i	i	-13	-168	20	-157	i	i
Cc1ccc2cc(CN(CCO)Cc3nnnn3Cc3ccc(F)cc3)c(=O)[nH]c2c1	i	0.1	i	i	i	-4	-11	-8	-14	i	i
Fc1ccc(/C=N/Nc2nccnc2Cl)cc1	i	5.3	i	i	i	5	-120	15	-87	i	i
O=C(CCN1CCN(C/C=C/c2ccccc2)CC1)Nc1cccc(F)c1	i	0.1	i	i	i	1	32	3	-6	i	i
Cc1ccc(OCCOCCOc2ccc(Br)cc2/C=N\NC(=O)c2ccncc2)cc1	i	0.2	i	i	i	-2	12	0	5	i	i
CN(c1ccccc1)S(=O)(=O)c1ccc(C(=O)NCc2ccccn2)cc1	i	-0.6	i	i	i	6	33	3	-5	i	i
COC(=O)c1sc(S(=O)(=O)NCCCN(C)C)c(C(=O)OC)c1C	i	0.2	i	i	i	-3	-1	3	11	i	i
Cn1cccc1-c1nc2ccc(NC(=O)c3ccc([N+](=O)[O-])cc3)cc2[nH]1	i	0.8	i	i	i	3	-26	14	-15	i	i
O=C(NCc1ccccc1Cl)c1cnccc1C(F)(F)F	i	-0.2	i	i	i	-2	-15	1	-20	i	i
Cc1cc(C)cc(OCC(=O)OCC(=O)NC2CCCCCCC2)c1	i	0.5	i	i	i	/	13	-1	/	i	i
CN(C)C(=S)Nc1ccc(S(=O)(=O)N2CCCCC2)cc1	i	-0.1	i	i	i	3	-5	5	-3	i	i

3 of the compounds above, with two lines to a compound:
Every second line gives: TRPC6 inh | HIF activator | TRPC4 PAM | TRPC6 act | TRPC4 act | IEC-6 tox | aSyn 5UTR inh | SKKanGAS inh | KLF5 inhibitor | MrgX1 antag | TRPC4 inh
- O=C(COC(=O)c1cc(F)c(F)cc1Cl)NC1CC1
  i | 0.0 | i | i | i | 2 | -12 | -2 | -3 | i | i
- Cc1cccc(OCc2n[nH]c(=S)n2C2CCCCC2)c1
  i | / | i | i | i | 0 | 28 | -14 | 5 | i | i
- O=C(CC(SCc1ccco1)c1ccc(O)cc1)c1cccs1 (stereo unspecified)
  i | 3.2 | i | i | i | -13 | -168 | 20 | -157 | i | i

Next part:
SMILES	TRPC6 inh	HIF activator	TRPC4 PAM	TRPC6 act	TRPC4 act	IEC-6 tox	aSyn 5UTR inh	SKKanGAS inh	KLF5 inhibitor	MrgX1 antag	TRPC4 inh
COc1cccc(CNc2ccccn2)c1O	i	1.4	i	i	i	4	-100	-1	-49	i	i
Cc1nc2ccccc2n1Cc1ccccc1	i	-31	i	i	i	-4	-46	-1	-7	i	i
CC1(C)CC(=O)C(C=NCC2CCN(C(=O)Cc3ccccc3)CC2)=C(O)C1	i	-0.6	i	i	i	-3	17	2	-7	i	i
CCN(C(=O)COC(=O)/C=C/c1cnc2ccccc2n1)c1ccccc1	i	-1.2	i	i	i	-3	-65	1	-40	i	i
COCCNC(=S)NC(=O)CC12CC3CC(CC(C3)C1)C2	i	-0.2	i	i	i	-5	-5	-8	-2	i	i
CCCCN1C(=O)C(C)=C(C)C1OCCc1ccc(OC)c(OC)c1 (stereo unspecified)	i	1.3	i	i	i	2	-4	-3	-15	i	i
O=C(Nc1ccc(-c2ccccc2)cc1)c1ccco1	i	-0.3	i	i	i	1	-4	-1	-15	i	i
COc1ccc(C(=O)COC(=O)c2nn(C)cc2Cl)cc1	i	1.1	i	i	i	-1	-46	0	-18	i	i
CC(=O)Nc1c(-c2ccccc2)c2cc(Br)ccc2[nH]c1=O	i	-0.5	i	i	i	0	0	-3	-11	i	i
Cc1nc(CNS(=O)(=O)c2cccs2)cs1	i	-0.1	i	i	i	2	-7	2	-20	i	i
O=C(NC1CCCCC1)N1CCc2ccccc2C1	i	2.2	i	i	i	0	-85	0	-57	i	i
O=C(NC1CCN(Cc2ccccc2)CC1)c1ccc(N2CC3CC(C2)c2cccc(=O)n2C3)c([N+](=O)[O-])c1 (stereo unspecified)	i	-0.9	i	i	i	8	20	-5	-2	i	i
Cc1cc(S(=O)(=O)Nc2cc(C)c(O)c(C)c2)c(C)s1	i	-0.8	i	i	i	-1	10	3	-44	i	i
O=S1(=O)CCOCCCN1Cc1ccccc1	i	-1.2	i	i	i	-2	4	0	-1	i	i
COc1ccc(OC)c(NC(=O)c2cccc3c2C(=O)N(C2CCCCC2)C3)c1	i	-0.1	i	i	i	-4	0	1	-26	i	i
O=C(CCCN1C(=O)/C(=C/c2cccs2)SC1=S)Nc1cccnc1	i	-0.3	i	i	i	0	-40	0	-12	-5.6*	i
COc1cc(/C=N/NC(=O)c2ccncc2)ccc1OCC(=O)Nc1ccc(C)c(C)c1	i	0.3	i	i	i	-4	-76	-2	-50	i	i
CCN(Cc1ccccc1)S(=O)(=O)c1ccc(C(=O)N(CCCN(C)C)c2nc3c(C)c(C)ccc3s2)cc1	i	-56	i	i	i	/	-45	27	/	-6.7*	i
Cc1ccc(NC(=O)CSC2=Nc3ccccc3C3CC=NN23)c(C)c1 (stereo unspecified)	i	1.4	i	i	i	2	18	4	-17	i	i
Cc1cc(C)n(-c2cc(N3CCOCC3)nc(-c3ccccc3)n2)n1	i	0.1	i	i	i	4	-20	3	-14	i	i
COc1ccccc1NC(=O)C1=C(C)Nc2nc(CCCO)nn2C1c1cccnc1 (stereo unspecified)	i	-0.3	i	i	i	0	13	-5	-33	i	i
CCn1cc(S(=O)(=O)c2ccc(OC)cc2)c(=O)c2cc(F)c(N3CCN(C)CC3)cc21	i	-0.4	i	i	i	2	-1	-6	-19	i	i
O=C(c1ccc(S(=O)(=O)N2CCC(c3nc4ccccc4[nH]3)CC2)cc1)N1CCOCC1	i	0.2	i	i	i	2	-12	-1	-19	i	i
Cc1nn(-c2ccccc2)c(C)c1NC(=O)COC(=O)CC(C)c1ccccc1 (stereo unspecified)	i	1.0	i	i	i	/	-2	-2	/	i	i
CC(C)NC(=O)C(=O)NCCC1CCCCN1S(=O)(=O)c1cccs1 (stereo unspecified)	i	0.3	i	i	i	/	-7	-10	/	i	i
COc1ccc(-c2cc3nc4c(c(=O)n3[nH]2)CCC4)cc1	i	2.4	i	i	i	4	-158	12	-88	i	i
CC1CCN(C(=O)CSc2nc(C(C)C)nc3c2c(=O)n(C)c(=O)n3C)CC1	i	0.1	i	i	i	8	15	22	-8	i	i
Cc1ccc(NC2=NCC(=O)N2Cc2ccc3c(c2)OCO3)c(C)c1	i	0.0	i	i	i	1	-7	15	13	i	i
CCOC(=O)C1=C(C)N=c2s/c(=C/c3ccc(OCC(=O)O)cc3)c(=O)n2C1c1ccc(SC)cc1 (stereo unspecified)	i	-7.8	i	i	i	-2	14	38	-33	i	i
CS(=O)(=O)N(CC(=O)Nc1cccnc1)c1ccc2c(c1)OCCO2	i	-0.1	i	i	i	6	30	2	13	i	i
CCCCCCCCCCCCCCCC[N+](C)(C)CC	i	1.2	i	i	i	/	101*	101*	/	-5.3*	i
Cc1cc(/C=N/n2cnnc2)c(C)n1-c1ccc(Cl)cc1	i	-0.4	i	i	i	7	16	-1	-2	i	i
COCCNC(=O)CN(CCc1ccccc1)S(=O)(=O)c1ccc(Br)cc1	i	-0.5	i	i	i	-6	6	-4	-61	i	i
CN(C)c1ccc(NC(=O)CSc2nnc(-c3cnccn3)n2C)cc1	i	0.5	i	i	i	-8	-1	-1	-31	i	i
COc1cc(/C=N/NC(=S)NCc2ccco2)cc(OC)c1OC	i	0.0	i	i	i	-3	29	0	-20	i	i
COc1cc(CCC(=O)Nc2ccc(Br)c(C(F)(F)F)c2)cc(OC)c1OC	i	0.2	i	i	i	-1	5	19	4	i	i
Cc1ccc(-n2nc3c(c2NC(=O)C2CC2)CS(=O)(=O)C3)cc1	i	1.1	i	i	i	0	-2	-2	-5	i	i
COc1ccc(CCC(=O)NNC(=O)Nc2cc(Cl)ccc2C)cc1	i	-0.2	i	i	i	-2	-1	11	-32	i	i
COc1ccc(F)cc1CN1CCN(C(=O)CCC(=O)Nc2nnc(CC(C)C)s2)CC1	i	-0.1	i	i	i	7	3	-1	5	i	i
CCN1C(=S)N[C@@H](CCc2ccccc2)C(C(=O)OC)=C1C	i	1.2	i	i	i	6	7	-2	3	i	i
O=c1c2ccccc2nc2n1CCCCN2	i	-35	i	i	i	-1	-2	-4	-48	i	i
N/C(=N\OC(=O)C1CCCCC1)c1ccc(Cl)cc1	i	2.1	i	i	i	1	-138	2	-86	i	i
COc1ccc(CCC(=O)NC2=NCCS2)cc1OC	i	0.1	i	i	i	0	-4	1	-4	i	i
COc1cc(Cl)ccc1OCc1cc(C(=O)N2CCN(c3ccccn3)CC2)no1	i	0.5	i	i	i	-1	-18	4	-28	i	i
O=C(O)Cn1c(P(=O)(O)c2ccccc2)nc2ccccc21	i	1.6	i	i	i	10	22	3	-1	i	i
COc1cccc(/C=C2\Oc3cc(OCC(=O)N4CCCC4)ccc3C2=O)c1OC	i	0.1	i	i	i	-12	10	-1	-15	i	i
C=CCNC(=S)NC(=O)c1oc2ccccc2c1C	i	1.9	i	i	i	4	-155	-2	-5	i	i
N/C(=N\OC(=O)c1cccnc1)c1ccccc1Cl	i	4.3	i	i	i	-4	-69	-3	-41	i	i

One compound at a time, from the list above. Screens in order: TRPC6 inh	HIF activator	TRPC4 PAM	TRPC6 act	TRPC4 act	IEC-6 tox	aSyn 5UTR inh	SKKanGAS inh	KLF5 inhibitor	MrgX1 antag	TRPC4 inh
O=C(CC(SCc1ccco1)c1ccc(O)cc1)c1cccs1 (stereo unspecified) is listed as i	3.2	i	i	i	-13	-168	20	-157	i	i
CCCCCCCCCCCCCCCC[N+](C)(C)CC is listed as i	1.2	i	i	i	/	101*	101*	/	-5.3*	i
O=C(O)Cn1c(P(=O)(O)c2ccccc2)nc2ccccc21 is listed as i	1.6	i	i	i	10	22	3	-1	i	i
CC1CCN(C(=O)CSc2nc(C(C)C)nc3c2c(=O)n(C)c(=O)n3C)CC1 is listed as i	0.1	i	i	i	8	15	22	-8	i	i
